TDP2 absorb: TDP2 (human) inhibition, absorbance primary screen; O95551; recombinant TDP2, T5PNP hydrolysis, p-nitrophenol absorbance 415 nm; inhibition, % at 12.8 µM; hit rate 0.34% among 370,000;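 active = inhibition above the mean of all tested compounds plus 3 SD, set per campaign, cut at about 25% in these data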;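 note: 0% = DMSO with enzyme and 100% = buffer with substrate but no TDP2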
Target sequence (O95551 whole entry, looked up): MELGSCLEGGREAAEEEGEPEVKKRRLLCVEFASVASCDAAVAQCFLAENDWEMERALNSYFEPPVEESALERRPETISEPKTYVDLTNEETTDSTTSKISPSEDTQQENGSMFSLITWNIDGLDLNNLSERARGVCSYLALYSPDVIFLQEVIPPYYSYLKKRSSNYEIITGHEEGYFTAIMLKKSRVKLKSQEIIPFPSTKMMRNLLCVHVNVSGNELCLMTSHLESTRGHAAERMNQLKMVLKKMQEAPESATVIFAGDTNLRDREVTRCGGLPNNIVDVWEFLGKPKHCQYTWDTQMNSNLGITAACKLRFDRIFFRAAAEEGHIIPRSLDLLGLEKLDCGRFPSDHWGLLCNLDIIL
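Read-out basis: percent inhibition. System: recombinant human TDP2. Buffer or medium: Mg2+-containing Tris-HCl buffer, pH 7.5. Repeats: single replicate. Timing: reaction 2 h, 37 °C. Benchmarks: high control without enzyme, low control DMSO plus TDP2. Probe or stimulus: 5 mM T5PNP. Doses: 12.8 µM only. Measured by: epi absorbance of p-nitrophenol freed from T5PNP by hydrolysis.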
SIAE inh: human SIAE inhibition, primary screen; Q9HAT2; hit rate 0.69% among 370,000; AID 1053197; SIAE FP-Rh probe binding, fluorescence polarization; inhibition, % at 9.66 µM;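 active = inhibition above a cutoff: mean of compounds within the control limits plus 3 SD of those, cut at about 17% in these data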;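 note: 0% = plate median of compound wells and 100% = probe without SIAE protein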
TCR CD3 inh: inhibitors of human TCR-CD3 interaction; TAMRA-labeled TCR probe fluorescence, biochemical; inhibition, % at 9.4 µM; hit rate 0.37% among 360,000; AID 651800; in the data active = inhibition above about 19%;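 note: recombinant mutant TCR 2C K166C tagged with TAMRA read by polarization; 0% = receptor in buffer alone and 100% = receptor with positive control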
PG9 Ab binder: binds the HIV-1 gp120 antibody PG9; TR-FRET gp120-PG9 antibody binding; inhibition, % at 6.7 µM; hit rate 0.43% among 360,000; in the data active = inhibition above about 8.5%
rCAG binder: molecules binding r(CAG) RNA repeats; inhibition, % at 3 µM; r(CAG) RNA repeat, TO-PRO-1 dye displacement fluorescence; hit rate 1.3% among 370,000; AID 651821;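 active = inhibition above the plate cutoff, the mean of all test compounds on that plate plus 3 SD, cut at about 35% in these data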;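 note: 0% = DMSO alone and 100% = 100 µM mitoxantrone as full dye displacement; higher means more dye released from RNA so lower well fluorescence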
LEDGF integ inh: blocks HIV-1 LEDGF/p75-dependent DNA integration. TR-FRET IN-LEDGF/p75 DNA integration, Eu/Cy5. inhibition, % at 3.7 µM. hit rate 0.64% among 370,000;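 active = inhibition above the screen-wide mean plus 3 SD, cut at about 13% in these data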;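 note: signal is the Cy5 over europium emission ratio at 671 and 618 nm; 0% = plate median of compound wells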
NR1D1 modulator: modulators of human Rev-erb alpha DNA binding. Rev-erbα–FITC-DNA binding, fluorescence polarization, 90 min. activity, % at 10 µM. P20393. hit rate 0.79% among 370,000;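 active = activity above about 14%, limit read from the data; passing the limit was not always enough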;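 note: 0% = DMSO wells with 35 nM protein and 100% = DMSO wells with 750 nM protein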
Target sequence (P20393 whole entry, looked up): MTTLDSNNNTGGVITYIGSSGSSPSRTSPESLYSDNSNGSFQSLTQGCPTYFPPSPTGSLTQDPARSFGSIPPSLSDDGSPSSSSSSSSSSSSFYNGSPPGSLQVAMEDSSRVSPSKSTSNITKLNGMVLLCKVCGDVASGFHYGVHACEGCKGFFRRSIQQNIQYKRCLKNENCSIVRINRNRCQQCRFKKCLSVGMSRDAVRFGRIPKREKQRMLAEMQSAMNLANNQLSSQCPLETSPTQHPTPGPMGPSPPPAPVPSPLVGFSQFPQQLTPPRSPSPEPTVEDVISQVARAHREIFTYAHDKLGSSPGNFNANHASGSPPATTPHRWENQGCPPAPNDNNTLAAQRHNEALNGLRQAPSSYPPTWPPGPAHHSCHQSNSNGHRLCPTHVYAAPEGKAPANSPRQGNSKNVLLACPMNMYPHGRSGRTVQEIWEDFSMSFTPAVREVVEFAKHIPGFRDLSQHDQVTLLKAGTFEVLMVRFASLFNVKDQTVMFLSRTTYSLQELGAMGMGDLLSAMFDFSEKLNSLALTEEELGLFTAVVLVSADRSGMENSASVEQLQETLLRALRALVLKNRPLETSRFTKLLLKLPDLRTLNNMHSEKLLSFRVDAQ
ABHD4 inh: inhibitors of mouse ABHD4 | Q8VD66 | purified mABHD4, FP-Rh probe fluorescence polarization | inhibition, % at 8.92 µM | hit rate 0.54% among 370,000;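 active = inhibition exceeding the mean over every tested compound plus 3 SD, cut at about 30% in these data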;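 note: 0% = plate median of compound wells and 100% = S159A mutant with DMSO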
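Doses – 8.92 µM, single dose · Material – wild-type mouse ABHD4 protein · Replication – single well per compound (singlicate) · Measure – percent inhibition of probe binding, normalized to plate controls · Schedule – 45 min compound pre-incubation plus 60 min probe step, 25 °C · Detection – fluorescence polarization with parallel and perpendicular emission, 525/598 nm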
PRMT1 FP inh: inhibitors of human PRMT1. Q99873. inhibition, % at 2.79 µM. recombinant PRMT1, activity-based probe fluorescence polarization. hit rate 1.3% among 370,000;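 active = inhibition above about 21% made by adding two undisclosed values, limit read from the data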
HTRA1 inhibitor: inhibitors of human serine peptidase HTRA1. Q92743. recombinant HTRA1, FP-rhodamine activity-based probe, fluorescence polarization. inhibition, % at 5.96 µM. hit rate 0.5% among 340,000. AID 504803; in the data active = inhibition above about 36%;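 note: 0% = enzyme with DMSO and 100% = wells lacking enzyme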
* = called active by the depositor; · = no result given.

SMILES	TDP2 absorb	SIAE inh	TCR CD3 inh	PG9 Ab binder	rCAG binder	LEDGF integ inh	NR1D1 modulator	ABHD4 inh	PRMT1 FP inh	HTRA1 inhibitor
O=C1Cc2c(-c3ccccc3)cc(-c3cccc(Cl)c3)nc2-c2ccccc2N1	-2	-2	-10	-0.9	0	0	4	5	1	0
COCCNC(=O)C1(C)CCCN(CCOc2ccc(Cl)cc2)C1 (stereo not given)	4	-5	-1	-0.4	-4	4	-1	-5	4	·
c1ccc(CCCc2nc(-c3ccccn3)no2)cc1	2	2	1	-3.4	-1	-1	0	-7	0	-2
Cc1cc2ncn(C(=O)N3CCCC3)c2cc1C	-3	-6	-2	0.4	0	1	4	-4	2	-1
COc1ccc(CNC(=O)C(c2ccco2)N(C(=O)c2snc(C(N)=O)c2N)c2cccc(OC)c2)cc1 (stereo not given)	-2	1	6	-0.7	8	3	0	-3	-1	-8
Cc1ccccc1-c1nc(CS(=O)CC(=O)NCCN2CCN(Cc3ccccc3)CC2)c(C)o1 (stereo not given)	5	13	-3	1.4	-8	-3	1	8	3	-5
CCOC(=O)C1=C(C)NC(=S)N(C(C)=O)C1c1ccc(OC)c(OC)c1 (stereo not given)	1	-2	6	-2.1	0	2	1	-1	-3	·
O=C(NCc1cccnc1)/C(=C/c1ccc(Cl)cc1)NC(=O)c1ccccc1	-4	12	1	-0.6	1	4	3	-3	-1	-6
C=C(C)COc1ccc(-c2nc(N)ncc2-c2ccc(OC)c(OC)c2)c(O)c1	-5	0	0	0.6	0	1	-1	-8	1	-1
O=C(Oc1ccc(Br)cc1C(=O)/C=C/c1ccccc1F)c1ccco1	-10	0	-1	-2.1	6	3	-1	-17	-3	2
COc1cc(CCC(=O)Nc2cc(S(=O)(=O)N3CCOCC3)ccc2OC(C)C)cc(OC)c1OC	-9	2	-6	0.7	1	6	4	-3	-7	-2
Cc1cc(C)c(NS(=O)(=O)c2c(C(=O)N3CCOCC3)c(C)n(C)c2C)c(C)c1	10	18*	4	-2.6	-2	3	6	-1	3	0
C=CCSc1nnc(CNC(=O)c2ccccc2C)n1C(C)C	9	-4	4	1.2	-6	-3	-1	-2	-3	10
CC(C)(C)C(=O)Nc1nnc(SCC(=O)NC2CC2)s1	-2	1	-5	-1.4	-2	2	10	-5	3	-9
COc1ccc(CSc2nnc(SCc3ccccc3)s2)cc1	-8	-4	·	·	0	-4	2	-11	-1	·
Cc1csc(SCC(=O)NC(C)c2ccc(F)cc2)n1 (stereo not given)	-7	1	5	3.1	-1	-1	-4	1	4	2
CCCCCCC(=O)OCC(=O)c1ccc2c(c1)NC(=O)CO2	-13	-4	2	-0.3	2	8	9	-6	-5	1
COc1ccc(/C=N/NC(=O)C(=O)Nc2ccccn2)cc1OC	-1	7	1	-1.5	0	-1	-2	3	1	0
COCc1nnc(NC(=O)c2ccc(S(=O)(=O)N(C)Cc3ccccc3)cc2)o1	-2	-2	1	-0.9	17	1	5	1	0	6
COc1ccc(CNC(=O)c2cccc3c(-c4cccc(C(N)=O)c4)coc23)cc1OC	-12	-9	-3	0.2	4	-2	2	-17	12	·
O=C(CNC(=O)c1ccc(Cl)cc1)N/N=C/C=C/c1ccccc1	8	-6	8	-2.3	0	-1	-10	0	0	8
CCOC(=O)CSC1=N/C(=C\c2cc(OC)c(OC)c(OC)c2)C(=O)N1C	-9	-3	-3	1.2	-2	-1	-3	-9	2	3
CCOC(=O)N1CCC(n2c(SCC(=O)NCCc3ccc(S(N)(=O)=O)cc3)nc3ccccc3c2=O)CC1	-17	-2	6	-0.4	-5	4	7	-8	-2	1
CC1CCCN(c2nc3ccccc3nc2C(C#N)S(=O)(=O)c2cccs2)C1 (stereo not given)	1	1	-10	0.2	20	-2	-1	12	4	7
COc1ccc(-c2ccc([C@H]3[C@@H]4C=CCC[C@@]4(C)C(=O)N3Cc3ccccc3)c(F)c2)cc1	4	5	7	-0.6	3	-3	2	8	2	-61
Going on with the list.
SMILES	TDP2 absorb	SIAE inh	TCR CD3 inh	PG9 Ab binder	rCAG binder	LEDGF integ inh	NR1D1 modulator	ABHD4 inh	PRMT1 FP inh	HTRA1 inhibitor
Cc1cccc(Nc2nc(N)nc(CSC(=S)N3CCOCC3)n2)c1	-4	-9	-6	0.3	-2	-3	-3	1	1	1
CCOc1ccc(-c2cc3nc(C4CCN(C(=O)OC(C)(C)C)CC4)c(C(=O)O)cn3n2)cc1	-11	-22	8	0.4	70*	-1	1	-67	1	-51
O=C(NCCc1ccccc1)C(=O)NCC1CCCO1 (stereo not given)	-11	-6	1	1.7	-2	84*	5	-10	1	5
COc1ccc(CCNS(=O)(=O)c2cccc3cccnc23)cc1OC	6	3	-4	1.6	-2	-4	-1	-2	0	1
COc1cc(CNCCCN2CCOCC2)cc(Br)c1OCC(=O)N1CCCCC1	-6	-5	-1	0.9	-7	-3	4	-5	5	2
CN(C)c1ccc(C(=O)NC2(N3CCC3=O)CCCC2)cc1	-4	8	-3	-2.2	-3	-5	5	3	3	4
COc1ccc(CNC(=O)COc2cccnc2[N+](=O)[O-])cc1OC	-9	5	0	-0.7	3	-7	-1	-1	4	-4
O=c1[nH]cc(CCCc2ccccc2)c(=O)[nH]1	8	8	-3	-0.6	3	1	-4	2	-5	5
Cc1cc(C)cc(-c2nnc(SCC(=O)N3CCN(C(=O)c4ccco4)CC3)o2)c1	-2	2	7	0.4	-6	1	0	5	0	0
CCC(c1nnnn1-c1ccc2c(c1)OCCO2)N1CCN(c2cc(C)ccc2C)CC1 (stereo not given)	-12	-2	-8	-1.2	4	3	-2	-11	-8	·
Cc1nc2ccccc2nc1OCC(=O)Nc1ccc(F)cc1	0	-7	6	-1.0	1	-1	1	2	1	-1
CCn1c(=O)c(C(=O)NCc2cccnc2)c(O)c2ccccc21	2	2	7	2.3	-4	2	-1	1	-4	-6
COC(=O)C1(NC(=O)NC2CCCCC2)CCCCC1	-8	-3	-10	1.3	-4	-2	2	-7	6	4
CN(C)CC(O)COC(c1ccccc1)c1ccccc1 (stereo not given)	6	-9	-1	-1.1	-1	-2	3	5	-3	0
CC(=O)c1cccc(N2C(=O)CC(N3CCN(S(=O)(=O)c4ccccc4F)CC3)C2=O)c1 (stereo not given)	5	-5	-4	1.6	7	3	2	1	2	2
O=C(N/N=C1\CCc2ccccc21)c1ccc(O)cc1	-1	6	-6	-2.1	-1	0	0	-9	5	-1
Cc1ccc(Nc2nc(N)nc(CN3CCN(C(=O)c4ccco4)CC3)n2)cc1Cl	2	-7	5	-3.0	1	-1	6	-10	3	-19
CC1=CC(=O)[C@H]2C(C)(C)CCC[C@]2(C)[C@@]1(O)CO	-4	0	10	-1.0	2	-2	-10	5	1	1
Cc1cc(C)nc(NC(=O)C(C)N2C(=O)c3ccccc3C2=O)n1 (stereo not given)	7	5	-4	1.8	0	1	-6	-6	3	2
COc1cccc(C(=O)COc2ccc3c(C)cc(=O)oc3c2)c1	1	-6	7	0.6	-3	0	-4	-4	1	-4
O=C(NCCN1CCOCC1)C1CCN(S(=O)(=O)N2CCCC2)CC1	8	2	2	-0.9	-1	1	4	1	-2	-1
CC(=O)c1c(C)oc2ccc(NS(=O)(=O)c3ccccc3)cc12	11	6	6	-0.1	1	2	4	-4	-4	-8
O=C1NC(Cc2ccccc2)c2nc3cc(F)ccc3c(=O)n2-c2cc(Cl)ccc21 (stereo not given)	0	-7	-1	-0.5	2	0	-1	-6	2	·
Cc1ccccc1/C(N)=N/OC(=O)N1c2ccccc2Sc2ccccc21	-4	-2	-2	-3.7	4	-1	-1	17	2	-4
C[C@H](CO)N1C[C@H](C)[C@@H](CN(C)S(C)(=O)=O)Oc2ccc(NC(=O)c3ccncc3)cc2C1=O	7	7	4	-0.1	-3	0	4	9	3	6
Cc1nnsc1C(=O)Nc1ccc(S(=O)(=O)N2CCC(C)CC2)cc1	7	-6	1	0.0	1	-2	6	1	4	-9
CC1(C)CC(=O)N(CC(=O)N2CCN(c3ncccn3)CC2)c2ccccc2S1(=O)=O	-9	6	0	2.2	0	-1	-5	7	0	3
CC(C)Nc1c(N)c(=O)oc2ccccc12	-9	-4	3	-4.8	-1	0	-1	7	3	-6
CC(=O)c1nn(-c2ccc(C)cc2)cc1C(=O)c1cccc(Br)c1	3	-1	-4	0.7	1	-2	1	1	3	2
COC(=O)CN(c1ccc(F)cc1)S(=O)(=O)c1ccccc1	8	1	8	0.5	-4	-1	1	3	4	2

Filtered by structure, the compounds so far with a tert-butyl group
SMILES	TDP2 absorb	SIAE inh	TCR CD3 inh	PG9 Ab binder	rCAG binder	LEDGF integ inh	NR1D1 modulator	ABHD4 inh	PRMT1 FP inh	HTRA1 inhibitor
CC(C)(C)C(=O)Nc1nnc(SCC(=O)NC2CC2)s1	-2	1	-5	-1.4	-2	2	10	-5	3	-9
CCOc1ccc(-c2cc3nc(C4CCN(C(=O)OC(C)(C)C)CC4)c(C(=O)O)cn3n2)cc1	-11	-22	8	0.4	70*	-1	1	-67	1	-51

Molecules above that have two or more sulfur atoms (seven):
SMILES	TDP2 absorb	SIAE inh	TCR CD3 inh	PG9 Ab binder	rCAG binder	LEDGF integ inh	NR1D1 modulator	ABHD4 inh	PRMT1 FP inh	HTRA1 inhibitor
CC(C)(C)C(=O)Nc1nnc(SCC(=O)NC2CC2)s1	-2	1	-5	-1.4	-2	2	10	-5	3	-9
COc1ccc(CSc2nnc(SCc3ccccc3)s2)cc1	-8	-4	·	·	0	-4	2	-11	-1	·
Cc1csc(SCC(=O)NC(C)c2ccc(F)cc2)n1 (stereo not given)	-7	1	5	3.1	-1	-1	-4	1	4	2
CCOC(=O)N1CCC(n2c(SCC(=O)NCCc3ccc(S(N)(=O)=O)cc3)nc3ccccc3c2=O)CC1	-17	-2	6	-0.4	-5	4	7	-8	-2	1
CC1CCCN(c2nc3ccccc3nc2C(C#N)S(=O)(=O)c2cccs2)C1 (stereo not given)	1	1	-10	0.2	20	-2	-1	12	4	7
Cc1cccc(Nc2nc(N)nc(CSC(=S)N3CCOCC3)n2)c1	-4	-9	-6	0.3	-2	-3	-3	1	1	1
Cc1nnsc1C(=O)Nc1ccc(S(=O)(=O)N2CCC(C)CC2)cc1	7	-6	1	0.0	1	-2	6	1	4	-9

Source: PubChem (several laboratories)

The list is partial. The share of hits here may be higher or lower than overall.
